Bioassay records: PubChem BioAssay, several laboratories
PKA-R2B activ = activators of human PKA-R2B complex | PKA-R2B holoenzyme dissociation, Cy5-IP20 fluorescence polarization; R2B truncated from residue 108, S112A mutant; 0% DMSO only, 100% 113 µM cGMP | AID 504700 | 340,000 tested, 0.079% active | activation, % at 11.4 µM | P22694+P31323;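 active means activation above a cutoff set at the mean over all compounds plus 3 SD, cut at about 18% in these data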;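 further: higher means more holoenzyme dissociation and a rise in polarization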
Target sequence (P31323 whole entry, looked up, other chains not shown, the tested form may be a part): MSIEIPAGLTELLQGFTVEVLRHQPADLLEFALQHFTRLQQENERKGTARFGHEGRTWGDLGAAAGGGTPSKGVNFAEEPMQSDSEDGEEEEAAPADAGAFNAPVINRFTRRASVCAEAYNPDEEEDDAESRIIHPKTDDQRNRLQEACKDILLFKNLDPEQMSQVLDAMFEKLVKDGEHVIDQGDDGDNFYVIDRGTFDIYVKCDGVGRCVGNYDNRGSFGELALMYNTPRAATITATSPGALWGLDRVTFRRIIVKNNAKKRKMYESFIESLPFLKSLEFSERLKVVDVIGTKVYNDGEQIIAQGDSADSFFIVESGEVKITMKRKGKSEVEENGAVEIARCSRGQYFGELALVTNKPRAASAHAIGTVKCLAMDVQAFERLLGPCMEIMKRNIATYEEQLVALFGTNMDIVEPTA
CAL PDZ FP-1 = blocks peptide binding to human CAL PDZ domain | AID 504414 | inhibition, % at 20 µM | 330,000 tested, 0.02% active | purified CAL PDZ, TMR-peptide fluorescence polarization, 1 h;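 active means highest replicate inhibition of at least 40%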;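 further: plate controls were DMSO neutral control wells for no effect and unlabeled competitor peptide control wells for full effect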
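Assay system – tagged CAL PDZ protein CerCALP, purified · Timing – 1 h at RT · Compound – single point, 20 µM · Measured by – fluorescence polarization from S- and P-plane intensities, G-factor corrected · Evaluation – inhibition from polarization loss · Probe or stimulus – TMR reporter peptide T*-PRC34 · Buffer or medium – pH 7.4 phosphate-saline buffer, reducing agent, detergent, IgG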
Keap1-Nrf2 PPI = inhibitors of human Keap1-Nrf2 protein-protein interaction; AID 504523; inhibition, % at 9.4 µM; 340,000 tested, 0.15% active; Q14145; Keap1 Kelch-Nrf2 peptide fluorescence polarization, 1536-well; in the data active means inhibition above about 12%;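 further: human Keap1 Kelch domain with fluorescein labeled Nrf2 9mer peptide probe; 0% = neutral control wells and 100% = peptide positive control; higher means more block of Keap1 binding to Nrf2 peptide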
Target sequence (Q14145 whole entry, looked up, the tested form may be a part): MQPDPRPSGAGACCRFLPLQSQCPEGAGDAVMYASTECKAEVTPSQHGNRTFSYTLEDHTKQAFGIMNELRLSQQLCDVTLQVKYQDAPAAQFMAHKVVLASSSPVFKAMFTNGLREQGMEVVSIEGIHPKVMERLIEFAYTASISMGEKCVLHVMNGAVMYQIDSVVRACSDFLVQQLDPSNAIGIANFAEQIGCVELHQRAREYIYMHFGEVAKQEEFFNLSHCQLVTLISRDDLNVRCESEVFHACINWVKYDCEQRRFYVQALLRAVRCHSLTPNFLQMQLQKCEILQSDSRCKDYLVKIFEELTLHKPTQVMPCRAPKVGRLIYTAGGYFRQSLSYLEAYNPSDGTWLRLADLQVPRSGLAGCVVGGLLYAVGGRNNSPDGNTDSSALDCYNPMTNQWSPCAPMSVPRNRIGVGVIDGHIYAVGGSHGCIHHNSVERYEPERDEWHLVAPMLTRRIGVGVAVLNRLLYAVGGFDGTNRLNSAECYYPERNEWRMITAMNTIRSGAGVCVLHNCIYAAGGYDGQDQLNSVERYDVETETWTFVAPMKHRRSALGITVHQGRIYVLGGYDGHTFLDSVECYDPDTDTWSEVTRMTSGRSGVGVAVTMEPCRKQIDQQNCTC
Rtt109 HAT inh = blocks Candida albicans Rtt109/Vps75 acetyltransferase activity; Q5AAJ8; purified Rtt109/Vps75, ThioGlo CoA-SH fluorescence, 4 h; inhibition, % at 34.9 µM; 330,000 tested, 0.16% active; AID 540336;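 active means inhibition of at least 50% in every replicate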
SR-BI uptake up = enhances SR-BI lipid uptake from DiI-HDL; CHO ldlA[mSR-BI] cells, DiI-HDL uptake fluorescence, 3 h; 100 = double the neutral-control signal; activation, % at 12.5 µM; 320,000 tested, 0.096% active; AID 504775;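 active means mean replicate activation of at least 60% and every replicate at or above 60%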;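 further: 0% = median plate neutral-control signal and 100% = twice that signal; values of inactives mirror those of a sister screen read the other way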
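Material: SR-BI-overexpressing, LDLR-lacking CHO cells | Dosing: Single compound concentration, delivered by pin transfer | Probe or stimulus: Labelled HDL, 10 µg/mL | Signal: Bottom-read cell fluorescence after medium removal, ex 550/em 595 nm | Schedule: 3 h, 37 °C | Evaluation: HDL uptake via cellular fluorescence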
DAGLB inhibitor = blocks human DAGLB lipase activity; Q8NCG7; HEK293T DAGLB membrane lysate, EnzChek fluorogenic substrate; inhibition, % at 5.17 µM; 340,000 tested, 0.059% active; in the data active means inhibition above about 34%;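 further: 0% = enzyme with vehicle and 100% = wells lacking enzyme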
RTF Ca sens act = increases calcium sensitivity of human cardiac regulated thin filaments; IANBD-labeled TnC RTF fluorescence at EC20 calcium; 0% EC20 calcium, 100% full calcium; activation, % at 7.2 µM; 340,000 tested, 0.24% active; AID 493008;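 active means activation above the mean over all tested compounds plus 3 SD, cut at about 30% in these data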;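 further: rise in fluorescence read as greater calcium sensitivity of cardiac thin filaments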
LANA DNA inh = KSHV C-LANA DNA binding inhibition. 340,000 tested, 0.078% active. inhibition, % at 9 µM. MBP-C-LANA/FAM-LBS DNA binding, fluorescence polarization;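 active means highest replicate inhibition at or above 60% at 9 µM, even if other replicates fall short; inactive means all replicates below 60% inhibition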;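 further: 0% = neutral control wells and 100% = 4 µM acridine orange control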
RTF Ca sens inh = cardiac RTF calcium desensitization. P19429+P45379. IANBD-labeled cardiac RTF, Ca2+ fluorescence. inhibition, % at 7.15 µM. 340,000 tested, 0.12% active;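 active means inhibition above the mean inhibition of all tested compounds plus 3 SD, cut at about 17% in these data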;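 further: assay run at fixed EC70 calcium of 1.6 mM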
CAL PDZ FP-2 = blocks peptide binding to the human CAL PDZ domain; purified CAL PDZ, TMR-peptide fluorescence polarization, 1 h; inhibition, % at 24.9 µM; 300,000 tested, 0.92% active; AID 602252;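 active means mean inhibition of at least 30% with at least half of replicates also reaching 30%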;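 further: 0% = DMSO neutral control and 100% = excess unlabeled competitor peptide PRC23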
Numbers without * were called inactive; nt = no result given.

Order of results – PKA-R2B activ | CAL PDZ FP-1 | Keap1-Nrf2 PPI | Rtt109 HAT inh | SR-BI uptake up | DAGLB inhibitor | RTF Ca sens act | LANA DNA inh | RTF Ca sens inh | CAL PDZ FP-2
> O=C(CCCCl)N1CCc2[nH]c3ccccc3c2C1
→ 1 | -2.6 | 0 | -2 | 9 | 3 | 7 | 0.3 | -36 | nt
> O=C(CNC(=O)c1ccc2ccccc2c1)OCC(=O)N1CCN(S(=O)(=O)c2ccc3ccccc3c2)CC1
→ -8 | 0.1 | 0 | 6 | 47 | -6 | 0 | 0.5 | -2 | -2
> CCNc1nc(NC(C)(C)C)nc(N2CCCC2)n1
→ -10 | -1.2 | -7 | -1 | 14 | -3 | 1 | -1.1 | -10 | -3
> O=C1c2ccccc2C(=O)N1Cc1ccco1
→ -7 | -1.3 | 1 | 6 | 30 | 0 | 2 | -0.4 | -8 | -2
> O=C(O)c1ccc(COc2ccccc2Cl)cc1
→ -4 | -1.7 | 0 | 8 | -4 | -4 | -3 | -0.5 | 2 | -3
> Cc1ccn2c(NCc3ccc4c(c3)OCO4)c(-c3ccc(O)cc3)nc2c1
→ 2 | -1.7 | 0 | 1 | -54 | -1 | -8 | -1.9 | -2 | nt
> COc1cccc(OC)c1C(=O)Nc1ccc(CN2CCOCC2)cc1
→ -1 | -2.0 | -4 | -6 | -1 | -1 | 2 | -2.5 | -6 | -4
> COc1ccc(/C=N/N(C)C2=NCCN2)c(OC)c1OC
→ -2 | 0.3 | -7 | -6 | 18 | -2 | -4 | -0.3 | -1 | 2
> CCOC(=O)c1cc2c(nc1N)CCCC2
→ 0 | -0.6 | -1 | 1 | 8 | 0 | -6 | -2.4 | 8 | -13
> CC1=CC(C)C(C(=O)O)C(C(=O)Nc2cccnc2)C1 (stereo unspecified)
→ -8 | 0.5 | -2 | -3 | 26 | -2 | -4 | -0.4 | -8 | -3
> O=C(NCCN1CCOCC1)/C(=C\c1ccc(F)cc1)NC(=O)c1ccccc1
→ -1 | -1.4 | -2 | 1 | 11 | 0 | 1 | -0.4 | 0 | -1
> O=C(CC1NCCc2ccccc21)Nc1ccc(Cl)cc1 (stereo unspecified)
→ 4 | -0.5 | -4 | 6 | -15 | -3 | 5 | 2.6 | -25 | -2
> Cc1ccc(S(=O)(=O)CCC(=O)OCc2ccc(Cl)cc2)cc1
→ -14 | -0.5 | -2 | -4 | 25 | -5 | 5 | -0.9 | 8 | -3
> O=c1oc2ccccc2cc1-c1nc2c(s1)CCc1ccccc1-2
→ -5 | -0.2 | 0 | -8 | -16 | -21 | 9 | 2.1 | -10 | 1
> O=C(CN1CCN(S(=O)(=O)c2ccccc2)CC1)N1CCc2ccccc21
→ -9 | 0.2 | 1 | -10 | 17 | 0 | 5 | 3.0 | -3 | -3
> COC(=O)/C=C/C(=O)N1CCN(c2ccccc2C)CC1
→ -6 | -3.2 | 3 | -3 | 37 | -4 | -5 | -1.6 | -9 | -1
> Cc1cc(Cl)ccc1N(CC(=O)NCCSCc1ccco1)S(C)(=O)=O
→ -8 | 1.8 | -3 | -7 | -9 | 2 | 1 | -1.5 | -7 | 99*
> CCOCCCN(C(=O)Cn1nnc2ccccc21)C(C(=O)NCc1ccco1)c1ccncc1 (stereo unspecified)
→ -8 | -0.4 | -4 | 5 | 28 | -3 | 0 | 0.0 | -1 | -3
> O=C(COC(=O)COc1ccccc1)Nc1ccccc1OC(F)F
→ 0 | nt | -2 | 0 | 9 | -7 | 0 | -1.0 | 5 | -1
> Cc1ccc(-n2cc(CN3CCN(c4ccccn4)CC3)c(-c3ccc(F)cc3)n2)cc1
→ 1 | 0.2 | -9 | -1 | -30 | -9 | 0 | -2.4 | -5 | -2

The list continues:
Order of results – PKA-R2B activ | CAL PDZ FP-1 | Keap1-Nrf2 PPI | Rtt109 HAT inh | SR-BI uptake up | DAGLB inhibitor | RTF Ca sens act | LANA DNA inh | RTF Ca sens inh | CAL PDZ FP-2
> Cc1ccccc1/C=C/c1nc2ccccc2c(=O)n1CCc1ccccc1
→ -5 | -1.7 | -2 | 17 | -60 | -5 | 1 | -0.5 | 2 | nt
> Cc1cccc(NS(=O)(=O)c2cnc[nH]2)c1
→ -2 | -0.4 | -1 | -5 | 25 | 1 | 0 | 1.9 | -9 | -10
> CCOc1ccc(-c2c(C(=O)N/N=C(\C)c3ccco3)nnn2-c2nonc2N)cc1
→ 6 | -1.1 | 1 | 2 | -3 | 1 | -2 | 1.0 | -4 | -4
> COC(=O)COC(=O)CC(CC(N)=O)c1ccccc1 (stereo unspecified)
→ -11 | -0.2 | 0 | -7 | 3 | 2 | -5 | 1.6 | -1 | -10
> CSC1=NCCN1C(=O)c1cccc(Br)c1
→ 4 | nt | -4 | 2 | 23 | -2 | 0 | 0.8 | -1 | -2
> Cn1cnc([N+](=O)[O-])c1SCC(O)CN1CCCCC1 (stereo unspecified)
→ 4 | -1.9 | 1 | -11 | 15 | 1 | -2 | 1.1 | 2 | -2
> COc1ccc(NC(=O)c2cc3ccccc3o2)cc1OC
→ -15 | 0.2 | -2 | -6 | -33 | 2 | 2 | -0.2 | -1 | -8
> c1ccc(C2c3[nH]c4ccccc4c3CCN2Cc2cccn2-c2cccnc2)nc1 (stereo unspecified)
→ -10 | -1.4 | -4 | nt | -26 | 1 | 9 | 2.3 | -21 | 3
> O=C(CCl)NC(Cc1ccccc1)C(=O)OCC(=O)c1ccc(-c2ccccc2)cc1 (stereo unspecified)
→ -8 | 0.7 | 4 | 4 | -26 | 2 | -3 | -0.2 | -9 | -3
> C(#CC12CC3CC(CC(C3)C1)C2)CN1CCOCC1
→ 6 | -1.3 | 2 | -7 | 25 | 1 | 1 | -0.4 | -14 | 1
> O=C(Cn1c(Cc2ccccc2)nc2ccccc21)NCc1ccc2c(c1)OCO2
→ -16 | -1.3 | 0 | 9 | -3 | 1 | -3 | -1.0 | -3 | 5
> CC1(C)CC(=O)C=C(Nc2ccc(OCC(F)(F)C(F)F)cc2)C1
→ 7 | -0.1 | 2 | 10 | -1 | 2 | -1 | -1.8 | -2 | 0
> CCOc1ccccc1NC(=O)C1CCCN(S(=O)(=O)c2ccccc2)C1 (stereo unspecified)
→ -4 | -2.0 | -2 | 4 | nt | -4 | 2 | -0.4 | 5 | 2
> CCOc1ccccc1-c1cc(C(=O)N/N=C/c2cccnc2)c2ccccc2n1
→ 8 | -1.1 | 2 | 9 | -24 | -1 | -4 | 0.8 | -6 | 6
> Brc1ccc(CSc2nnc(-c3ccco3)o2)cc1
→ -9 | -4.5 | -2 | -2 | 27 | -14 | 9 | -1.1 | -4 | -15
> Cc1nnc(NC(=O)c2ccc(N3CCCC3=O)cc2)s1
→ -1 | -3.1 | 1 | -3 | 9 | 3 | -4 | 0.0 | 1 | -3
> CS(=O)(=O)c1ccc(-c2nnn(CC(=O)Nc3ccc4c(c3)OCCO4)n2)cc1
→ 8 | -2.4 | 2 | -2 | 13 | -1 | -6 | 0.5 | -10 | -3
> CCN(CC)S(=O)(=O)c1cccc(NC(=O)c2cccc(S(=O)(=O)N3CCCC3)c2)c1
→ 8 | -2.5 | -3 | 13 | -42 | 0 | -2 | 1.1 | 4 | -6
> O=C(CSc1nc2cc(Cl)ccc2s1)NC(=O)NCc1ccco1
→ -10 | -2.6 | 1 | 28 | -6 | 1 | 4 | -0.1 | -1 | 0
> COc1ccc2c(=O)c(-c3ccccc3)c(C)oc2c1
→ -8 | -1.7 | -1 | -3 | -13 | -2 | 4 | 1.3 | -1 | nt

Next results follow:
Order of results – PKA-R2B activ | CAL PDZ FP-1 | Keap1-Nrf2 PPI | Rtt109 HAT inh | SR-BI uptake up | DAGLB inhibitor | RTF Ca sens act | LANA DNA inh | RTF Ca sens inh | CAL PDZ FP-2
> O=C(NCc1cccs1)c1nc2c(nnn2Cc2ccccc2Cl)c(=O)[nH]1
→ -9 | nt | 0 | -17 | 10 | 9 | 1 | 1.3 | 2 | -8
> Cn1c(N)c(C(=O)COC(=O)Cc2cccs2)c(=O)n(C)c1=O
→ -1 | -0.3 | 5 | 7 | 12 | 0 | 3 | -0.7 | -5 | -3
> CCOc1ccccc1N(C)C(=O)c1sc2ncn(CC(=O)N3CCCCC3C)c(=O)c2c1C (stereo unspecified)
→ 11 | -2.5 | -7 | 3 | -25 | -1 | -4 | -0.7 | -4 | -3
> CCCCN(C)CCNC(=O)Cn1ncc2c(=O)oc3ccc(C)cc3c21
→ 3 | 0.2 | -3 | -2 | 31 | 1 | 13 | -1.0 | -7 | -5
> COc1cccc(CN(C)C(=O)c2ccc(NS(=O)(=O)c3ccc4[nH]c(=O)[nH]c4c3)cc2)c1OC
→ -10 | -4.1 | -2 | 1 | 21 | 0 | -4 | -1.2 | -2 | -7
> O=[N+]([O-])c1cc(S(=O)(=O)c2ccc(N3CCCCC3)c([N+](=O)[O-])c2)ccc1N1CCCCC1
→ -2 | -2.6 | -4 | -10 | 9 | 7 | -18 | -0.3 | 8 | -2
> O=C(NCC1CCCN(C2Cc3ccccc3C2)C1)c1cccs1 (stereo unspecified)
→ 4 | -2.8 | 6 | -2 | 15 | 4 | 3 | 1.8 | -5 | 0
> CC(C)(C)C(=O)C1=C(O)C(=O)N(c2ccccc2)C1c1ccccc1 (stereo unspecified)
→ -3 | -0.3 | -2 | 5 | -5 | 0 | -2 | -1.0 | -10 | -1
> Cc1oc(-c2ccccc2F)nc1CSCC(=O)NC1CCCC1
→ -11 | -2.1 | -3 | -8 | 5 | -3 | 3 | 0.0 | -1 | -3
> CCC(NC(=O)c1cc(COc2ccc(F)cc2Cl)on1)c1ccncc1 (stereo unspecified)
→ -10 | -1.9 | -3 | 11 | -29 | -3 | -2 | 0.5 | 1 | nt
> O=C(NC1CCCC1)c1ccc(CN2CCOCC2)cc1
→ 9 | -1.1 | 1 | 6 | nt | 0 | 2 | 0.2 | 4 | 1
> CN(CC(=O)Nc1ccc(F)c(F)c1F)C(=O)c1ccc2c(c1)S(=O)(=O)N=C1CCCCCN12
→ 2 | -2.9 | 0 | -1 | 5 | 1 | 2 | -0.8 | -12 | nt
> O=C(CCC1CCCN(Cc2ccc(O)c(Cl)c2)C1)NCc1ccccc1F (stereo unspecified)
→ -4 | -0.1 | -1 | -4 | 12 | 0 | 2 | 0.6 | 2 | -5
> CCc1ccc(N2C(=O)c3sc4nnc(-c5ccccc5)c(=O)n4c3C2=O)cc1
→ 3 | -1.1 | 1 | -5 | -12 | 4 | -3 | -0.6 | -5 | -4
> COc1ccccc1-c1nnc(SCC(=O)NNC(=O)c2ccccc2F)n1C
→ 8 | -1.3 | -1 | -8 | 16 | 1 | -4 | 2.3 | -10 | -3
> CC(C)(C)c1ccc(/C=N/NC(=O)c2ccccn2)cc1
→ -5 | -1.9 | 3 | -6 | -3 | 1 | 0 | 0.1 | -33 | 2

This is a random part of the collection. About 1.6% of those tested had a hit in this group.
